Screening data: PubChem BioAssay, Sanford-Burnham Center for Chemical Genomics
MPTP block – blocks calcium-induced mitochondrial swelling | isolated mouse mitochondria, Ca2+ swelling absorbance, 30 min | inhibition, % at 10 µM | 1.4% of 360,000 active;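 active = inhibition of 50% or more, scaled per plate between neutral and stimulator controls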;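 also: 0% = DMSO wells given calcium and 100% = 1 mM EGTA wells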
SENP7 inh – blocks the human protease SENP7; 1.5% of 330,000 active; recombinant SENP7, Z-RLRGG-aminoluciferin luminescence, 40 min; inhibition, % at 5 µM; Q9BQF6;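 active = inhibition above about 50% at the single test dose, limit read from the data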;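 also: plate controls were DMSO with enzyme for no effect and no enzyme buffer wells for full effect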
Target sequence (Q9BQF6 706-1050 limits assumed): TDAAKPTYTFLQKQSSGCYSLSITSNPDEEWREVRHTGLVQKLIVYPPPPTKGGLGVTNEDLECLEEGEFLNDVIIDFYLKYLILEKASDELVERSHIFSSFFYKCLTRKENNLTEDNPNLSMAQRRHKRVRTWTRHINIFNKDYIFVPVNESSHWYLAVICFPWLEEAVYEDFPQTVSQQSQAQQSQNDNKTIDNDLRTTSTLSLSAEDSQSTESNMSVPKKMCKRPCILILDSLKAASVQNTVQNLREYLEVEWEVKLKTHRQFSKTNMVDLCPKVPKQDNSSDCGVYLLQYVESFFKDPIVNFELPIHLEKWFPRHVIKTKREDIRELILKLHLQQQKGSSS
SENP6 inh – SENP6 protease inhibition; 1.8% of 330,000 active; Recombinant SENP6 catalytic domain, aminoluciferin luminescence; AID 2599; Q9GZR1; inhibition, % at 10 µM;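 active = inhibition above about 50% at the single tested dose, limit read from the data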;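 also: plate controls were DMSO wells with enzyme for no effect and DMSO wells lacking enzyme for full effect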
HKDC1 inhibitor – HKDC1 (human) hexokinase inhibition; Q2TB90; inhibition, % at 20 µM; AID 493160; 0.16% of 340,000 active; recombinant HKDC1, G6PDH/diaphorase resazurin coupled fluorescence;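 active = inhibition above about 35% when tested at 20 µM, limit read from the data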;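 also: plate controls were DMSO wells with enzyme for no effect and DMSO wells lacking enzyme for full effect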
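Assay system – recombinant HKDC1 (HK5) hexokinase enzyme, produced in-house · Input – HKDC1 at 5 µg/mL · Reagent – glucose plus 1 mM ATP as hexokinase substrates · Timing – 90 min reaction incubation at room temperature, dark · Measured by – G6PDH/diaphorase-coupled fluorescence, 1 mM NADP, 100 µM resazurin, 525/613 nm · Benchmarks – DMSO-enzyme wells negative, buffer-substituted wells positive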
SENP8 block – SENP8 (human) protease inhibition. 0.64% of 360,000 active. recombinant SENP8, Nedd8 substrate fluorescence. AID 602440. Q96LD8. inhibition, % at 20 µM; in the data active = inhibition mostly above about 40%, no sharp cut-off; inactive = mostly below about 27%
Target sequence (Q96LD8 whole entry, looked up): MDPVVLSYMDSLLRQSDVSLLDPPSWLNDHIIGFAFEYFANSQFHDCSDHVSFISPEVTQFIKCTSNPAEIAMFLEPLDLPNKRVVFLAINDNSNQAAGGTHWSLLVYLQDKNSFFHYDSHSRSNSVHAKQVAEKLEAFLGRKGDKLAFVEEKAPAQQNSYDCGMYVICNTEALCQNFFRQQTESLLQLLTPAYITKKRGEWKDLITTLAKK
NR3A LBD binder – NR3A (human) ligand-binding domain modulation | NR3A LBD differential scanning fluorimetry, Tm shift; 0% = protein alone, 100% = glycine-bound protein | Tm shift relative to glycine control, % at 25 µM | 2.5% of 340,000 active | AID 1259313;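 active = melting temperature shift of at least 10% of the positive control shift, at one fixed dose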
ATG4B inhibitor – ATG4B (human) cysteine protease inhibition; ATG4B cleavage of LC3-PLA2, NBD-HPC fluorescence, 1 h; inhibition, % at 8.33 µM; 0.51% of 340,000 active; in the data active = inhibition above about 40%
Target sequence (Q9Y4P1 whole entry, looked up): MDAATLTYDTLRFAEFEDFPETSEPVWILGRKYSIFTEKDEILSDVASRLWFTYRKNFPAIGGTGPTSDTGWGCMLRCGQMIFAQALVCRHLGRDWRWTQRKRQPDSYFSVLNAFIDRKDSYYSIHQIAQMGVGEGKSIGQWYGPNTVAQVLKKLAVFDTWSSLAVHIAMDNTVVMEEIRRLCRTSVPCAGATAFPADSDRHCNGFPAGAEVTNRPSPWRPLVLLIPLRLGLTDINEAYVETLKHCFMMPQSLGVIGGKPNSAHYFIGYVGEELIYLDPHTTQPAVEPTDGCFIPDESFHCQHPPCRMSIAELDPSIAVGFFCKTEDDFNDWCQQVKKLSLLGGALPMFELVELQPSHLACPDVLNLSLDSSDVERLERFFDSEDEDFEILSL
PfG6PD inh – PfG6PD (Plasmodium falciparum) enzyme inhibition | 0.78% of 350,000 active | inhibition, % at 20 µM | PfGluPho enzyme, NADPH resazurin-diaphorase fluorescence;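 active = inhibition reaching at least a set limit at 20 µM in the primary screen, cut at about 59% in these data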;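 also: 0% = DMSO wells with substrate and 100% = DMSO wells lacking glucose-6-phosphate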
* = called active by the depositor. Rows were taken by chance; any-hit rate near 6.9%.

A first look, two compounds:
For O=C(CSc1ncccn1)N/N=C/c1ccccc1[N+](=O)[O-] the results were MPTP block 0.0, SENP7 inh -2.3, SENP6 inh 0.9, HKDC1 inhibitor -11.8, SENP8 block 11.2, NR3A LBD binder -2.4, ATG4B inhibitor 0.1 and PfG6PD inh -2.7.
Screening CCC(=O)N1CCc2cc(Br)c(S(=O)(=O)CCC(=O)NCCc3ccccc3)cc21 returned MPTP block -0.4, HKDC1 inhibitor -7.2, SENP8 block 5.3, NR3A LBD binder -1.3, ATG4B inhibitor -1.8 and PfG6PD inh -8.1.

Results (from the top)
For O=C(CSc1ncccn1)N/N=C/c1ccccc1[N+](=O)[O-] the results were MPTP block 0.0, SENP7 inh -2.3, SENP6 inh 0.9, HKDC1 inhibitor -11.8, SENP8 block 11.2, NR3A LBD binder -2.4, ATG4B inhibitor 0.1 and PfG6PD inh -2.7.
Screening CCC(=O)N1CCc2cc(Br)c(S(=O)(=O)CCC(=O)NCCc3ccccc3)cc21 returned MPTP block -0.4, HKDC1 inhibitor -7.2, SENP8 block 5.3, NR3A LBD binder -1.3, ATG4B inhibitor -1.8 and PfG6PD inh -8.1.
COc1ccc(C[C@H]2CN3C(=NC[C@H]3Cc3ccccc3)N2CCNC(=O)CCC2CCCCC2)cc1 was read as MPTP block 1.2, SENP7 inh 2.0, SENP6 inh -8.8, HKDC1 inhibitor -3.0, SENP8 block 11.8, NR3A LBD binder -1.2, ATG4B inhibitor 3.3 and PfG6PD inh -4.2.
Screening Cc1ccc(NC(=O)CCNC(=O)c2ccco2)cc1 returned MPTP block -0.7, SENP7 inh 0.1, SENP6 inh -14.0, HKDC1 inhibitor -10.4, SENP8 block 15.1, NR3A LBD binder -2.7, ATG4B inhibitor 1.1 and PfG6PD inh -13.8.
For Cc1ccc(Cl)cc1NC(=O)NCCN1CCCCC1 the results were MPTP block 1.4, SENP7 inh 1.8, SENP6 inh -13.3, HKDC1 inhibitor -6.0, SENP8 block 12.0, NR3A LBD binder 1.6, ATG4B inhibitor 2.1 and PfG6PD inh -5.8.
COc1ccccc1OCc1nnc(SCC(=O)NCc2ccco2)n1-c1ccccc1 was read as MPTP block -0.6, SENP7 inh 9.3, SENP6 inh 0.2, HKDC1 inhibitor -4.7, SENP8 block 9.1, NR3A LBD binder -5.5, ATG4B inhibitor -7.0 and PfG6PD inh 4.5.
CCOC(=O)CCCNC(=O)CN1C(=O)NC(c2ccccc2)(c2ccccc2)C1=O was read as MPTP block -0.4, SENP7 inh -11.5, SENP6 inh 12.6, HKDC1 inhibitor -3.8, SENP8 block 2.6, NR3A LBD binder -0.1, ATG4B inhibitor -11.0 and PfG6PD inh -1.7.
CCN(CC)S(=O)(=O)c1ccc(N2CCOCC2)c(NC(=O)CCOc2ccccc2)c1 was read as MPTP block -0.7, SENP7 inh -1.7, SENP6 inh -19.1, HKDC1 inhibitor -1.8, SENP8 block 18.5, NR3A LBD binder -1.7, ATG4B inhibitor -9.4 and PfG6PD inh 4.8.
`CCCCc1nc(N2CCN(C(=O)c3ccco3)CC2)c(C#N)c2c1CCCC2` gave MPTP block -1.5, SENP7 inh -14.4, SENP6 inh -13.3, HKDC1 inhibitor -0.3, SENP8 block -312.7, NR3A LBD binder -3.7, ATG4B inhibitor 15.4 and PfG6PD inh -3.3.
CCCNC(=O)N1CCC(C(=O)c2ccc(Cl)cc2)CC1 was read as MPTP block -1.0, SENP7 inh 13.6, SENP6 inh 5.7, HKDC1 inhibitor -0.3, SENP8 block 11.3, NR3A LBD binder 0.2, ATG4B inhibitor -14.6 and PfG6PD inh -7.2.
CCOC(=O)C1=C(C)N=C2c3ccccc3C(=O)C2C1c1ccccc1 (stereo unspecified) was read as MPTP block 0.5, SENP7 inh 1.3, SENP6 inh 0.3, HKDC1 inhibitor 4.7, SENP8 block 34.4, NR3A LBD binder -17.3, ATG4B inhibitor 0.0 and PfG6PD inh -8.6.
For COc1ccc(CC(=O)N(C)Cc2cccc(F)c2)cc1S(=O)(=O)N1CCOCC1 the results were MPTP block -2.0, SENP7 inh -4.7, SENP6 inh -0.2, HKDC1 inhibitor -3.9, SENP8 block 19.8, NR3A LBD binder -0.4, ATG4B inhibitor -7.2 and PfG6PD inh -0.2.
`COc1ccccc1C(=O)NC(=O)COC(=O)C1CCC1` gave MPTP block -1.4, SENP7 inh -1.2, SENP6 inh -12.4, HKDC1 inhibitor 2.6, SENP8 block -4.8, NR3A LBD binder 3.2, ATG4B inhibitor -8.3 and PfG6PD inh 9.9.
CCOc1ccc(C(=O)Nc2ccc(CN3CCOCC3)cc2)cc1Br was read as MPTP block -0.1, SENP7 inh 2.9, SENP6 inh -0.3, HKDC1 inhibitor -0.9, SENP8 block -1.7, NR3A LBD binder -2.4, ATG4B inhibitor 4.0 and PfG6PD inh 3.0.
Screening CC(=O)c1c(C)[nH]c(C(=O)NNC(=O)c2ccc(Br)cc2)c1C returned MPTP block 0.4, SENP7 inh -0.8, SENP6 inh 2.0, HKDC1 inhibitor 0.6, SENP8 block 8.3, NR3A LBD binder -0.3, ATG4B inhibitor -5.6 and PfG6PD inh 5.2.
`Cc1ccc(C(=O)NC(=S)N(C)Cc2ccccc2)cc1` gave MPTP block -0.2, SENP7 inh 11.0, SENP6 inh -6.2, HKDC1 inhibitor -2.6, SENP8 block 23.6, NR3A LBD binder 2.0, ATG4B inhibitor 8.2 and PfG6PD inh -8.1.
Screening Cc1ccc(N(C(=O)c2ccncc2)C2C=CS(=O)(=O)C2)cc1 (stereo unspecified) returned MPTP block -1.5, SENP7 inh 5.1, SENP6 inh 7.9, HKDC1 inhibitor -3.2, SENP8 block 0.9, NR3A LBD binder 2.2, ATG4B inhibitor 0.9 and PfG6PD inh -21.9.
`O=C(NCC1COc2ccccc2O1)c1ccc(Br)s1` (stereo unspecified) gave MPTP block 3.4, SENP7 inh 2.8, SENP6 inh -3.6, HKDC1 inhibitor -1.8, SENP8 block 9.0, NR3A LBD binder -0.2, ATG4B inhibitor 14.8 and PfG6PD inh -2.3.
For N/N=C/C(=N\Nc1ccc(Cl)cc1)C(=O)c1ccncc1 the results were MPTP block 2.4, SENP7 inh 12.4, SENP6 inh -16.4, HKDC1 inhibitor -0.1, SENP8 block 30.5, NR3A LBD binder -1.1, ATG4B inhibitor -3.5 and PfG6PD inh -11.3.
Screening CCN1C(=O)CSc2ccc(C(=O)NCc3ccc(OC)cc3)cc21 returned MPTP block 0.9, SENP7 inh 12.0, SENP6 inh -11.1, HKDC1 inhibitor -12.4, SENP8 block 2.2, NR3A LBD binder -0.2, ATG4B inhibitor -10.0 and PfG6PD inh -11.4.
For CC(C)CN1CCC(CN(C)Cc2nc(-c3cnccn3)no2)CC1 the results were MPTP block -0.1, SENP7 inh -2.7, SENP6 inh -22.5, HKDC1 inhibitor -3.2, SENP8 block 17.5, NR3A LBD binder -0.7, ATG4B inhibitor 7.8 and PfG6PD inh -5.5.
`COc1ccc(-n2c(Cn3c(=O)sc4ccccc43)nnc2SCC(=O)N2CCOCC2)cc1` gave MPTP block -0.5, SENP7 inh -4.4, SENP6 inh 6.0, HKDC1 inhibitor -5.0, SENP8 block -0.2, NR3A LBD binder 1.0, ATG4B inhibitor -5.2 and PfG6PD inh 8.4.
Screening COc1ccc(Cl)cc1NC(=O)N1CCN(C2CCCCC2)CC1 returned MPTP block -0.5, SENP7 inh 3.5, SENP6 inh 5.9, HKDC1 inhibitor 1.7, SENP8 block 15.1, NR3A LBD binder 0.3, ATG4B inhibitor -1.9 and PfG6PD inh -1.9.
Fc1ccc(CCNC(=S)Nc2ccc(F)c(Cl)c2)cc1 was read as MPTP block 102.6*, SENP7 inh -6.3, SENP6 inh -17.9, HKDC1 inhibitor 13.3, SENP8 block 5.6, NR3A LBD binder 34.9*, ATG4B inhibitor 44.2* and PfG6PD inh 13.6.
`O=C(CCN1C(=O)S/C(=C\c2ccc(F)cc2)C1=O)Nc1ccc(C(=O)O)c(O)c1` gave MPTP block 0.7, SENP7 inh 60.4*, SENP6 inh 82.4*, HKDC1 inhibitor 13.0, SENP8 block -7.0, NR3A LBD binder 0.7, ATG4B inhibitor 5.3 and PfG6PD inh -39.9.
O=C(NCCCNC(=O)c1ccccn1)c1ccc(Cl)cc1 was read as MPTP block 0.0, SENP7 inh -5.7, SENP6 inh 0.5, HKDC1 inhibitor 1.2, SENP8 block 11.2, NR3A LBD binder -2.4, ATG4B inhibitor -0.7 and PfG6PD inh -13.1.
`Cc1cc(OCCCC(=O)Nc2cc(S(=O)(=O)N3CCOCC3)ccc2N2CCOCC2)ccc1Cl` gave MPTP block 0.2, HKDC1 inhibitor -1.5, SENP8 block 8.7, NR3A LBD binder -1.3, ATG4B inhibitor -18.4 and PfG6PD inh 12.6.
O=C(O)c1nn(-c2ccc(Cl)cc2)ccc1=O was read as MPTP block -4.3, SENP7 inh -2.2, SENP6 inh -11.6, HKDC1 inhibitor -0.9, SENP8 block 15.4, NR3A LBD binder 1.5, ATG4B inhibitor -11.5 and PfG6PD inh -7.8.
`CN1C(=O)C2(OCC(C)([N+](=O)[O-])CO2)c2ccccc21` (stereo unspecified) gave MPTP block -0.7, HKDC1 inhibitor 1.3, SENP8 block 15.3, NR3A LBD binder -0.4, ATG4B inhibitor -3.7 and PfG6PD inh -7.7.
For CCC(=O)c1ccc(OC(C)C(=O)NC2(C#N)CCCCC2)cc1 (stereo unspecified) the results were MPTP block 4.4, SENP7 inh 0.4, SENP6 inh 8.7, HKDC1 inhibitor -4.2, SENP8 block 12.1, NR3A LBD binder 0.1, ATG4B inhibitor -24.1 and PfG6PD inh 2.2.
CCOc1ccc(S(=O)(=O)Nc2cccc(C(=O)N3CCN(c4ccc(OC)cc4)CC3)c2)cc1 was read as MPTP block -1.7, SENP7 inh -7.9, SENP6 inh 12.4, HKDC1 inhibitor 5.7, SENP8 block 17.2, NR3A LBD binder 4.5, ATG4B inhibitor -17.4 and PfG6PD inh 18.2.
Screening CC(C)(C)c1ccc(/C=C2\Oc3c(ccc(O)c3CN3CCN(CCO)CC3)C2=O)cc1 returned MPTP block 1.0, SENP7 inh -5.9, SENP6 inh 2.7, HKDC1 inhibitor -4.2, SENP8 block inactive, NR3A LBD binder 0.8, ATG4B inhibitor -8.2 and PfG6PD inh 24.8.
`CCN(CC)CCN1C(=O)C(=O)/C(=C(/O)c2c(C)[nH]c(C(=O)OC)c2C)C1c1cccs1` (stereo unspecified) gave MPTP block -0.5, SENP7 inh 5.8, SENP6 inh 4.0, HKDC1 inhibitor -5.7, SENP8 block 15.1, NR3A LBD binder -3.1, ATG4B inhibitor -0.7 and PfG6PD inh 5.3.
`CC(C)C(Nc1ncnc2c1oc1ccccc12)C(=O)O` (stereo unspecified) gave MPTP block 2.4, SENP7 inh 6.7, SENP6 inh 15.9, HKDC1 inhibitor -6.7, SENP8 block 5.4, NR3A LBD binder 0.6, ATG4B inhibitor -4.6 and PfG6PD inh -5.7.
Screening Cc1cc(OCc2cc(C(=O)N(C)CCCN3CCOCC3)no2)cc(C)c1Cl returned MPTP block -2.0, SENP7 inh 0.5, SENP6 inh 11.7, HKDC1 inhibitor -0.7, SENP8 block 15.6, NR3A LBD binder -0.7, ATG4B inhibitor -5.5 and PfG6PD inh 18.4.
For COc1ccc(CSc2n[nH]c(C)n2)cc1[N+](=O)[O-] the results were MPTP block -0.2, SENP7 inh -5.9, SENP6 inh 1.3, HKDC1 inhibitor -13.3, SENP8 block 15.0, NR3A LBD binder 1.3, ATG4B inhibitor 2.7 and PfG6PD inh 9.5.
For C=CCNC(=O)COC(=O)c1cccnc1Nc1ccccc1F the results were MPTP block -0.5, SENP7 inh -9.0, SENP6 inh -25.9, HKDC1 inhibitor -1.3, SENP8 block -27.3, NR3A LBD binder -1.7, ATG4B inhibitor -5.6 and PfG6PD inh -3.6.
